DT40 TDP1 CPT – growth inhibition of DT40 Tdp1-/-;hTDP1 cells with camptothecin (screen for TDP1 inhibitors). Potency, µM (series often up to 46.2 µM), inactives show at the top dose activity change, negative = growth inhibition, usual class: inhibitors. actives 12% (n = 420,000). chicken DT40 Tdp1-/-;hTDP1 cells + 20 nM CPT, ATP luminescence, 48 h; further: nearly all actives have a fitted effect of over 55% in size
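Chicken DT40 Tdp1-/- cells stably complemented with human TDP1 were seeded at 400 cells/well in medium containing 20 nM camptothecin, exposed to pin-transferred compounds, and grown at 37 °C for at least 48 hr. Viability was read as ATP luminescence.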
TDP1 block – TDP1 (human) enzyme inhibition; AID 485290; actives 0.28% (n = 350,000); Q9NUW8; recombinant TDP1, AlphaScreen DNA substrate cleavage; Potency, µM (titrated, usually from 130 µM), for inactives: at the highest dose activity change, negative = inhibition, hits mostly inhibitors; further: nearly all actives have a fitted effect of over 40% in size
Target sequence (Q9NUW8 whole entry, looked up): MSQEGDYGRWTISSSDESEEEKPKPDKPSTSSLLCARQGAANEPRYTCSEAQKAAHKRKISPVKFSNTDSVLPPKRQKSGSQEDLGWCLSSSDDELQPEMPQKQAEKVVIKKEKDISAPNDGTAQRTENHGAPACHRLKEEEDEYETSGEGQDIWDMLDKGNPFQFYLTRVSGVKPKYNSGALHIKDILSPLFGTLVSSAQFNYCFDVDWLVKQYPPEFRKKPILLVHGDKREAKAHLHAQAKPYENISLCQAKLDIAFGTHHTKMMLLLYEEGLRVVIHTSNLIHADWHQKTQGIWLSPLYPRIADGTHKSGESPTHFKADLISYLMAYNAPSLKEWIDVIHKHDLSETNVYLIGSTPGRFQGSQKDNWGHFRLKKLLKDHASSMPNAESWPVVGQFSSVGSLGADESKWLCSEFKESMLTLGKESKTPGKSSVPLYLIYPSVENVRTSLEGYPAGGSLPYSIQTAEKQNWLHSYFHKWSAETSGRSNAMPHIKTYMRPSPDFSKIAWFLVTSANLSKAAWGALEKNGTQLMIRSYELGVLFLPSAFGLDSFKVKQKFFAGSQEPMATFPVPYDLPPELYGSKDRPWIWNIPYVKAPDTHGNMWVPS
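E. coli-derived human Tdp1, 1 nM final. Cpd preinc 15 min RT; substrate 15 nM final, 5 min RT; AS bead mix 10 ug/ml final, 10 min RT. Signal loss = tyrosine-FITC cleavage. No-enzyme wells = max signal.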
DT40 TDP1 no CPT – qHTS for Inhibitors of human tyrosyl-DNA phosphodiesterase 1 (TDP1): qHTS in cells in absence of CPT; DT40 Tdp1-/- hTDP1 cells, no CPT, ATP luminescence, 48 h; Potency, µM (top dose mostly 46.2 µM), inactives show at the highest dose activity change, negative = growth inhibition, actives largely listed as inhibitors; actives 15% (n = 420,000); AID 686978, 2013; further: nearly all actives have a fitted effect of over 55% in size
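Chicken DT40 Tdp1-/- cells stably complemented with human TDP1 were seeded at 400 cells/well with DMSO in place of 20 nM camptothecin. After compound pinning, cells grew at least 48 hr at 37 °C; viability read by CellTiter-Glo luminescence.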
The depositor's hits bear a star; ? = inconclusive; . = not tested or not shown; & = joins results of further samples; ! = not confirmed by another sample; [ ] = dose if it differs, or a comment. The call rests on the fitted dose curve; in most records, active means well fitted curve in the direction sought with a large enough effect; inconclusive means small, poorly fitted or top-dose-only effect, or another doubt; inactive means no such curve, though single readings can be large; an effect the other way counts as inactive or inconclusive. On the % scale 0 is the no-effect control and ±100 the full control effect; potency means the concentration at half of the fitted maximal effect. Rows are unselected; 18% or so of the library scored in one or more.

SMILES	DT40 TDP1 CPT	TDP1 block	DT40 TDP1 no CPT
CCc1cc(=O)oc2cc(OC(C)C(=O)NCCCn3ccnc3)ccc12 (stereo not given)	0%	5%	11%
COc1ccc(CCNC(=O)COC(=O)c2ncc(Cl)c(Cl)c2Cl)cc1OC	-11%	1%	4%
OCCN(CCO)CC(O)Cn1c2ccccc2c2ccccc21 (stereo not given)	-20%	6%	?
CCCOc1ccc(C(=O)NNC(=O)c2cccc(S(=O)(=O)N3CCN(C(C)=O)CC3)c2)cc1OC	-1%	-5%	18%
Cc1ccc2[nH]c(=O)c(CN(Cc3ccco3)Cc3nnnn3Cc3ccco3)cc2c1	?	0%	?
Cc1ccc(S(=O)(=O)CC(=O)NC(C)(C)C)cc1	-30%	5%[56.1 µM]	9%
COc1cccc2nc3c(C(=O)NCCN(C)C)cccc3cc12	0.16µM*	.	0.18µM*
CCN1CCN(C(=O)c2ccc3c(c2)N(Cc2cccc(Cl)c2)C(=O)c2ccccc2S3=O)CC1 (stereo not given)	?	-1%	21µM*
O=C(CCl)NCCNC(=O)c1cc(OCC(F)(F)F)ccc1OCC(F)(F)F	?	6%	?
COc1ccc(N(CC(=O)Nc2cc(C)ccc2C)S(=O)(=O)c2c(C)[nH]c(=O)[nH]c2=O)cc1	0%	3%	6%
O=C1c2ccccc2C(c2nc3ccccc3[nH]2)N1c1ccccc1 (stereo not given)	24%	.	8%
O=C(N/N=C/c1ccco1)C1CC(=O)N(c2ccccc2)C1 (stereo not given)	0%	-14%	6%
CCn1cnc2cc(NCc3ccc(Cl)cc3)ccc21	-3%	.	-22%
COc1ccc(/C(C)=N/NC(=S)NCCc2ccccc2)cc1	?	10%	?
CC(=O)C(Cc1ccccc1)NC(=O)CCl (stereo not given)	?	3%	-9%
Oc1c(C(c2cccc(Br)c2)N2CCCC2)sc2nc(-c3ccco3)nn12 (stereo not given)	-18%	8%	-20%
O=S(=O)(NCc1ccccc1)c1ccc(NC(=S)NCc2ccco2)cc1	?	.	12µM*
COc1ccc(C2c3c(oc4ccccc4c3=O)C(=O)N2CC2CCCO2)cc1 (stereo not given)	4%	-5%	-29%
COCCn1c(CN2CCN(C(=O)c3ccco3)CC2)nc2c1c(=O)n(C)c(=O)n2C	-14%	3%	16%
Cc1ccc(-n2ncc(C(=O)Nc3ccc4c(c3)OCCO4)c2C2CCN(C(=O)OC(C)(C)C)CC2)cc1C	?	-7%	?
CCc1cccc(C)c1NC(=O)C1CCCO1 (stereo not given)	-9%	-1%	-12%
O=[N+]([O-])c1cc(S(=O)(=O)NCCc2ccccn2)ccc1Cl	-4%	0%	?
COc1cc(C2Nc3ccc4ncccc4c3C3=C2C(=O)CCC3)cc(OC)c1OC (stereo not given)	?	5%	?
CCCCn1c(N)c(N(CC)C(=O)C2=COCCO2)c(=O)[nH]c1=O	0%	-7%	0%
CSc1ncccc1C(=O)OCC(=O)NC1CCC(C)CC1 (stereo not given)	2%	-1%	-8%
COc1ccc(CNC(=O)Cn2ccc([N+](=O)[O-])n2)cc1OC	-12%	.	1%
Cc1noc(NS(=O)(=O)c2ccc(NC(=O)CSc3n[nH]c(-c4ccccc4)n3)cc2)c1C	-8%	7%	-1%
COc1ccccc1/C=C(/C(=O)OCC(=O)Nc1ccccc1C)c1ccccc1	-4%	1%	-16%
COc1cc(NC(=O)c2ccc(C(=O)Nc3cc(OC)c(Cl)cc3OC)cc2)c(OC)cc1Cl	-3%	1%[12.3 µM]	1%
O=C(CSCCNS(=O)(=O)c1ccccc1)Nc1ccccc1	4%	.	-4%
CCC(=O)n1nc(NCc2ccc(OC)c(OC)c2)nc1NCc1ccc(OC)c(OC)c1	?	9%	?
Cn1c(=O)c2cc(NC(=O)NCc3ccccc3)ccc2n1Cc1ccc(Cl)cc1	?	.	?
Nc1n[nH]c(S(=O)(=O)CCCc2ccccc2)n1	2%	6%	1%
CCOC(=O)C(CC)Sc1ccc2nnc(-c3cccnc3)n2n1 (stereo not given)	14µM*!	2%&0%	?
Cn1c(NC(=O)CCC2CCCCC2)cc(=O)n(C)c1=O	?	1%	?
COc1ccc(C(C)=O)cc1COC(=O)CCC(=O)N(CC(C)C)c1c(N)n(CC(C)C)c(=O)[nH]c1=O	-15%	.	-8%
Cc1cc(N2CCN(C(=O)/C=C/C(=O)O)CC2)c2ccccc2n1	1%	.	-2%
O=C(Nc1ccc(Oc2ccccc2)cc1)C1CCCO1 (stereo not given)	-6%	2%	-24%
CCN(CC)CCNC(=O)C(=O)NCC(c1cccnc1)N1CCN(c2ccccc2)CC1 (stereo not given)	-13%	8%	-26%
COc1ccccc1C(=O)N1CCN(CCNC(=O)C(=O)Nc2ccc(Br)c(C)c2)CC1	?	1%	10µM*
COc1cccc(N2CCN(S(=O)(=O)c3c(C)[nH]c(C)c3C(=O)N3CCCCC3)CC2)c1	-27%	4%	-51%
O=C(CCc1n[nH]c(=O)[nH]c1=O)N/N=C/c1ccco1	-8%	22µM*	-2%
CC(C)c1nnc(NC(=O)c2c(O)c3cccc4c3n(c2=O)CCC4)s1	?	4%	?
COC(=O)c1ccccc1NC(=O)COC(=O)C1CCCCC1	-15%	5%	0%
CCn1c(C)nc2cc(C(=O)N/N=C(\C)c3ccccc3O)ccc21	3.7µM*	0%	2.9µM*

4 compounds from above, arranged by length of the SMILES, low to high:
SMILES	DT40 TDP1 CPT	TDP1 block	DT40 TDP1 no CPT
O=C(Nc1ccc(Oc2ccccc2)cc1)C1CCCO1 (stereo not given)	-6%	2%	-24%
Nc1n[nH]c(S(=O)(=O)CCCc2ccccc2)n1	2%	6%	1%
O=C(CCc1n[nH]c(=O)[nH]c1=O)N/N=C/c1ccco1	-8%	22µM*	-2%
CCC(=O)n1nc(NCc2ccc(OC)c(OC)c2)nc1NCc1ccc(OC)c(OC)c1	?	9%	?

(continued)
SMILES	DT40 TDP1 CPT	TDP1 block	DT40 TDP1 no CPT
COc1cc(Cl)ccc1OCc1cc(C(=O)NC(C)Cc2cnccn2)no1 (stereo not given)	-22%	2%	-26%
Cc1nn(Cc2ccccc2)c(Cl)c1/C=C/C(=O)OCC(=O)N1CCCC1=O	13%	7%	17%
O=S(=O)(c1ccccc1)N1N=C(c2cccs2)CC1c1ccc(Br)cc1 (stereo not given)	23µM*	2%	15µM*
CCN(CC)CCOC(=O)c1ccc(NC(=O)CCn2c(=O)oc3ccccc32)cc1	0%	-1%	-19%
COc1ccccc1NC(=O)C1=C(C)Nc2nc(-c3ccco3)nn2C1c1cccc(C)c1 (stereo not given)	18µM*	.	?
C[C@H](NC(=O)c1ncn2c1C(=O)NC[C@@H]2C)c1ccccc1	-16%	.	-25%
Cc1nn(-c2ccccc2)c(C)c1C(=O)Oc1ccccc1	3%	-8%	-5%
CCOc1cc(CNC2CCCC2)ccc1OCc1ccccc1Cl	13µM*	-1%	21µM*
COc1cc(OC)c(-c2oc3ccccc3c(=O)c2O)c(OC)c1	8.2µM*	.	7.3µM*
CCC(C)NC(=O)C1CCC(CNS(=O)(=O)c2ccc(Cl)cc2)CC1 (stereo not given)	-27%	5%	-4%
CCCCN(CC)c1nc(-c2ccncc2)nc2ccccc12	16µM*	-5%	?
CC1(C)Cc2c(ccc3ccccc23)/C(=C/C(=O)N2CCCCC2)N1	16µM*	8%	15µM*
Cc1ccccc1N(CC(=O)NCc1ccccc1)C(=O)CCC(=O)Nc1nccs1	-27%	1%	?
COc1ccc(-n2nc(C(=O)NCC(=O)N3CCN(Cc4ccc5c(c4)OCO5)CC3)c3ccccc3c2=O)cc1OC	?	2%	?
Cc1ccc(NC(=O)CO/N=C(\N)c2nonc2N)cc1C	1%	2%	15%
O=C(N=C1SC2CS(=O)(=O)CC2N1c1ccccc1C(F)(F)F)C1CCCO1 (stereo not given)	-20%	2%	23%
O=C(O)c1sc2cc(C(F)(F)F)cnc2c1-c1ccccn1	-7%	3%	4%
O=C(NCCCN1CCOCC1)c1cc2ccccc2cc1O	-7%	1%	-19%
c1coc(CNc2nc3ccccc3n2CCN2CCOCC2)c1	-5%	5%	-15%
CCSc1nnc2c(n1)OC(c1ccc(C(=O)O)cc1)N(C(C)=O)c1ccccc1-2 (stereo not given)	28%	2%	-6%
COCCn1c(C)cc(O)c(C(c2ccccc2)N2CCCCC2)c1=O (stereo not given)	-15%	4%	-8%
CCCCNC(=O)C1CC(c2cccc([N+](=O)[O-])c2)=NO1 (stereo not given)	-10%	-3%	-15%
CC(=O)Nc1ccc(C(=O)OCC(=O)N(c2ccccc2)C2CCCCC2)cc1	?	0%	23µM*
O=C(NCC1CCN(C(=O)c2c(F)c(F)c(F)c(F)c2F)CC1)c1c(F)c(F)c(F)c(F)c1F	?	2%	?
COc1cccc(CNC(=O)c2nn(C)c3c2CS(=O)(=O)c2ccccc2-3)c1	?	4%	?
Cc1cc(C)c(NC(=O)C2CC(=O)N(Cc3ccccc3)C2)c(C)c1 (stereo not given)	3%	-3%	-12%
O=C(CCN1C(=O)/C(=C\c2ccccc2Cl)SC1=S)N1CCN(c2ccccc2)CC1	16µM*	6%	10µM*
CC(=O)Nc1ccc(S(=O)(=O)N(C#N)c2nc(C)cc(C)n2)cc1	13%	3%	1%
Cc1ccc(S(=O)(=O)N2CCOCC2)cc1C(=O)NCc1ccc2c(c1)OCO2	6%	2%	-4%
COc1ccccc1N(C)S(=O)(=O)c1ccc(C(=O)N(CC(N)=O)C(C)C)cc1	14%	4%	?

Compound profiles, from the list above. Screens in order: DT40 TDP1 CPT | TDP1 block | DT40 TDP1 no CPT
`COc1cccc2nc3c(C(=O)NCCN(C)C)cccc3cc12` is entered as 0.16µM* | . | 0.18µM*
`COc1ccc(-n2nc(C(=O)NCC(=O)N3CCN(Cc4ccc5c(c4)OCO5)CC3)c3ccccc3c2=O)cc1OC` is entered as ? | 2% | ?
`Cc1cc(N2CCN(C(=O)/C=C/C(=O)O)CC2)c2ccccc2n1` is entered as 1% | . | -2%

(list continues)
SMILES	DT40 TDP1 CPT	TDP1 block	DT40 TDP1 no CPT
CC(=O)c1c(C)n(CCO)c2ccc(O)cc12	-15%	5%	-4%
CCOc1ccc(NC(=O)CSc2nncc(=O)n2N)cc1	-20%	4%	-4%
C/C(=N/NC(=O)CSc1ccccn1)c1ccc([N+](=O)[O-])cc1	-2%	-2%	3%
CCOc1cc(C(=O)NCCN2CCOCC2)cc(OCC)c1OCC	14%	2%	-3%
Cc1cccc(C2NC(=O)c3ccccc3N2)c1 (stereo not given)	3.3µM*	.	5.2µM*
NNc1ncnc2c1cnn2-c1ccccc1	?	10%	?
CN=Cc1nc(-c2ccccc2)oc1O	-5%	1%	-15%
CCn1c(C(=O)Nc2cc(Cl)ccc2C)cc2sc(Cl)cc21	?	0%	?
COc1cc(C(=O)NCC(c2cccnc2)N2CCN(C)CC2)cc(OC)c1OC (stereo not given)	-12%	5%	-4%
CCn1nc(C)cc1C(=O)NCC1CCC2(CCN(Cc3ccccc3F)CC2)O1 (stereo not given)	-12%[9.04 µM]	.	?
COc1ccc(NC(=O)C(C)(C)Oc2ccc(Cl)cc2)cn1	-3%	0%[56.1 µM]	10%
O=C(Cn1cc(C(F)(F)F)ccc1=O)N/N=C/c1ccc(F)cc1	23%	-8%	-27%
Cc1ccc2c(c1)oc(=O)n2CC(=O)c1ccccc1	6%	-3%	0%
O=C1OCC2=C1C(c1ccc(Cl)cc1)c1cc3c(cc1O2)OCO3 (stereo not given)	29µM*	.	16µM*
COc1ccc(CCNC(=O)c2ccc3c(Cl)c4c(nc3c2)CCCC4)cc1OC	15µM*	3%	4.1µM*
CC(=O)NS(=O)(=O)c1ccc(N=c2ssc3c2-c2ccc(C)cc2NC3(C)C)cc1	-28%	3%	?
O=S1(=O)CC(N2CCOCC2)c2ccccc21 (stereo not given)	19%	4%	-5%
COc1ccc(Cl)cc1S(=O)(=O)N1CCN(Cc2cccc(F)c2)CC1	?	9%	?
CCOC(=O)C1CCCN(CC(=O)Nc2c(C(=O)OC)[nH]c3ccccc23)C1 (stereo not given)	-20%	2%	?
O=C(NNC(=O)c1ccc2c(=O)n3c(nc2c1)CCC3)c1ccc(Cl)cc1	34%[activator]	-2%	-24%
CCOCCCn1c(C)nc2c[n+](CC(=O)c3ccc4ccccc4c3)cc(Br)c21	2.3µM*	1%	2.6µM*
